PGC1a acetyl inh – inhibitors of PGC1a acetylation signal, primary screen, cell-based, U2OS, AlphaScreen, inhibitor mode | AlphaScreen anti-acetyl-lysine; with virally co-expressed GCN5 acetyltransferase | inhibition, % at 15.6 µM | actives 0.17% (n = 350,000) | AID 651687, 2012;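 active = every replicate shows inhibition of at least 40%; inconclusive = mean inhibition at least 40% but some replicate below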;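 note: 0% = neutral control wells and 100% = positive control wells; some results beyond the cut were filed as inactive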
PglD DTNB – C. jejuni PglD acetyltransferase inhibitors, primary screen, biochemical, DTNB colorimetric, single point; UDP-N-acetylbacillosamine N-acetyltransferase PglD (Campylobacter jejuni); purified PglD enzyme, DTNB colorimetric CoA detection; inhibition, % at 12.5 µM; actives 0.098% (n = 360,000); AID 602405, 2012; in the data active = inhibition above about 16%, passing the limit was not always enough; inconclusive = no clear call, values can overlap the other calls; note: strong numbers were not always called active
PAX8 reporter – inhibitors of PAX8-driven TPO luciferase reporter, primary screen, RMG-I cells, single concentration | actives 1.2% (n = 360,000) | inhibition, % at 12.6 µM | SteadyGlo, 24 h;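 active = mean replicate inhibition at least 60% with every replicate also reaching 60%; inconclusive = only one of the two criteria is met; inactive = mean below 60% and not all replicates reaching 60%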;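 note: luciferase light reporting Pax8 driven TPO promoter activity; plate controls were median of neutral control wells for no effect and mitoxantrone controls for full effect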
EWS-Fli block – EWS/Fli-driven NR0B1 reporter inhibitors, primary screen, A673 cells, NR0B1 luciferase, luminescence, MLPCN library; actives 0.67% (n = 350,000); AID 651661, 2012; inhibition, % at 12.6 µM; viability-normalised;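 active = mean inhibition of at least 50% after viability correction, with every replicate also passing that limit; inconclusive = mean reaches 50% but only one of two replicates passes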;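 note: firefly luciferase signal divided by Alamar Blue viability fluorescence both relative to DMSO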
ERAP1 inh – human ERAP1 aminopeptidase inhibitors, primary screen, biochemical, single point, plate reader; recombinant ERAP1, Leu-AMC fluorescence, 60 min; inhibition, % at 10.7 µM; actives 0.15% (n = 340,000); AID 652197, 2013;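 active = mean replicate inhibition of at least 30%, or all replicates individually reaching that 30% level; inactive = mean below 30% and not every replicate reaching it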;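 note: 0% = neutral control wells and 100% = L-leucinethiol positive control wells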
Target sequence (Q9NZ08 whole entry, looked up): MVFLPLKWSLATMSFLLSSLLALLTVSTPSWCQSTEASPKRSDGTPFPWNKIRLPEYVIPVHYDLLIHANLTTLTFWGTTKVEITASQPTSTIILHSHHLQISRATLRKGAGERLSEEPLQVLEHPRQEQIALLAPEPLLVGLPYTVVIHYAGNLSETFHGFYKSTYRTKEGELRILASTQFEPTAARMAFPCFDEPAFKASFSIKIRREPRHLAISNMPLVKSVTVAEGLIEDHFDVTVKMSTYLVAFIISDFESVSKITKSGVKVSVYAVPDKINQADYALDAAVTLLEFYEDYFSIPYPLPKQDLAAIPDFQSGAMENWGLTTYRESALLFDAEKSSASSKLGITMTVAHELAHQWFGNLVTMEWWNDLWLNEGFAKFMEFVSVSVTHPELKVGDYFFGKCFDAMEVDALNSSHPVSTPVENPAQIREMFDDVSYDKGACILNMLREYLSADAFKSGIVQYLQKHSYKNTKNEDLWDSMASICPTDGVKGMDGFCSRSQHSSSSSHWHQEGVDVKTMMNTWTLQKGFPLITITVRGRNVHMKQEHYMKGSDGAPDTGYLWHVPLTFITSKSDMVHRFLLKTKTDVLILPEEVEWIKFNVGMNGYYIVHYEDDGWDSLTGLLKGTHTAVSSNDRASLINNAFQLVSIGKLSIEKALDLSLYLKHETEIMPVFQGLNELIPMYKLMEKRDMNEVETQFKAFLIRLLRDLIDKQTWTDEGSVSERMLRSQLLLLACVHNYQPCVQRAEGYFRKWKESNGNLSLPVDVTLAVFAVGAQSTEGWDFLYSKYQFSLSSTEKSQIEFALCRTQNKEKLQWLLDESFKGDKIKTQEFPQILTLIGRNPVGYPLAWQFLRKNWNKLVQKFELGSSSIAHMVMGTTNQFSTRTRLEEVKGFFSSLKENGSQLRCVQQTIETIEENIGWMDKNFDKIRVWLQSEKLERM
S100A4 MyoIIA – inhibitors of S100A4-myosin IIA peptide binding, primary screen, biochemical, fluorescence polarization, TAMRA-MyoIIA peptide; Protein S100-A4 (Homo sapiens), P26447; inhibition, % at 10.7 µM; actives 0.14% (n = 360,000); AID 652163, 2013;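 active = mean inhibition of at least 70% across replicates, with every replicate also reaching that level; inconclusive = mean inhibition reaches 70% but some replicates fall short; inactive = mean inhibition below 70%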
Target sequence (P26447 whole entry, looked up): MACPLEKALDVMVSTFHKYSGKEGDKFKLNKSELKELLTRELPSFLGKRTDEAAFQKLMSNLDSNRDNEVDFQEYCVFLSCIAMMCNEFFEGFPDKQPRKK
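Assay system: human S100A4 monomer with TAMRA-labelled myosin IIA peptide / Buffer or medium: Calcium-containing HEPES buffer, pH 7.2 / Reagent: TAMRA-labelled myosin IIA heavy-chain peptide probe, 5 nM / Compound: one dose per compound / Timing: polarization read 5 min after assay mix addition, stable 5–60 min / Benchmarks: neutral control DMSO, positive control TFP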
FN deposition inh – inhibitors of fibronectin matrix deposition, primary screen, AH1F cells, Alexa488-fibronectin fluorescence, plate reader; actives 0.086% (n = 350,000); inhibition, % at 12.6 µM; AH1F fibroblasts, overnight;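 active = mean inhibition across replicates of 30% or more, regardless of how many single replicates reach that level; inconclusive = mean under 30% yet at least half of replicates reach 30%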;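 note: positive control wells lacked labelled fibronectin entirely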
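test system = AH1F fibroblasts assembling fluorescent fibronectin matrix | quantity = 10000 AH1F cells per well | buffer or medium = DMEM plus 2% serum, read in PBS | doses = single dose, pinned | incubation = 1 h cell attachment, overnight exposure to compound and label | detection = fluorescence at 485 nm excitation, 525 nm emission | read-out basis = inhibition from reduced deposited-fibronectin fluorescence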
LGR2 antag – inhibitors of bursicon-induced LGR2 CRE-luciferase signal, primary screen, cell-based, HEK293, CRE-luciferase reporter, bursicon stimulation; Drosophila bursicon receptor LGR2 (rickets); bursicon-stimulated, 4 h; inhibition, % at 9.99 µM; actives 0.35% (n = 380,000);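 active = drop in luminescence signal, shown as inhibition above about 50% in the replicate tests, limit read from the data, passing the limit was not always enough; inconclusive = probably only some replicates passing the limit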;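 note: agonist challenge used bursicon conditioned medium at about half maximal strength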
* hit, by the source's call; ? = inconclusive; / = no result given.

Structure	PGC1a acetyl inh	PglD DTNB	PAX8 reporter	EWS-Fli block	ERAP1 inh	S100A4 MyoIIA	FN deposition inh	LGR2 antag
COc1ccc(C(=O)NC(=S)Nc2ccccc2N2CCN(S(C)(=O)=O)CC2)cc1OC	-4	1	/	3	3	-1	/	2
N#C[C@@H]1[C@@H](c2ccccc2)[C@H](CO)N1S(=O)(=O)c1ccc(F)cc1	6	0	11	3	2	-9	-2	15
CC1(C(=O)NS(=O)(=O)c2ccc(Cl)s2)CCN1C(=O)C1(c2ccccc2)CCCC1 (stereo unspecified)	16	2	-8	-6	-2	3	1	-3
Cc1ccc(-n2nc3c(c2NC(=O)c2ccco2)CS(=O)(=O)C3)cc1C	/	-4	1	14	1	-2	9	2
C=CCNC(=S)N1CCC(C(=O)c2ccc(OC)cc2)CC1	3	-3	/	3	-1	40	/	0
CC(C)NC(=O)N(C)C[C@H]1Oc2ccc(NS(=O)(=O)c3ccccc3)cc2CC(=O)N([C@H](C)CO)C[C@@H]1C	-3	0	10	1	-3	-2	/	2
C[C@@H]1CN([C@@H](C)CO)S(=O)(=O)c2ccc(-c3cncnc3)cc2O[C@@H]1CN(C)Cc1ccncc1	13	0	/	-8	2	2	/	-1
Cc1ccc(OCc2ccc(C(=O)NN)o2)c([N+](=O)[O-])c1	7	/	-15	-9	-2	-1	-4	-21
CCN(c1ccccc1)S(=O)(=O)c1ccc(C(=O)Nc2c(C)n(C)n(-c3ccccc3)c2=O)cc1	3	-8	7	3	-2	-2	/	1
O=C1Nc2ccc(S(=O)(=O)N3CCCC3)c3ccc(S(=O)(=O)N4CCCC4)c1c23	13	5	3	/	/	/	7	/

9 structures already listed, sorted by molecular weight, smallest number first.
Structure	PGC1a acetyl inh	PglD DTNB	PAX8 reporter	EWS-Fli block	ERAP1 inh	S100A4 MyoIIA	FN deposition inh	LGR2 antag
Cc1ccc(OCc2ccc(C(=O)NN)o2)c([N+](=O)[O-])c1	7	/	-15	-9	-2	-1	-4	-21
N#C[C@@H]1[C@@H](c2ccccc2)[C@H](CO)N1S(=O)(=O)c1ccc(F)cc1	6	0	11	3	2	-9	-2	15
Cc1ccc(-n2nc3c(c2NC(=O)c2ccco2)CS(=O)(=O)C3)cc1C	/	-4	1	14	1	-2	9	2
O=C1Nc2ccc(S(=O)(=O)N3CCCC3)c3ccc(S(=O)(=O)N4CCCC4)c1c23	13	5	3	/	/	/	7	/
CC1(C(=O)NS(=O)(=O)c2ccc(Cl)s2)CCN1C(=O)C1(c2ccccc2)CCCC1 (stereo unspecified)	16	2	-8	-6	-2	3	1	-3
COc1ccc(C(=O)NC(=S)Nc2ccccc2N2CCN(S(C)(=O)=O)CC2)cc1OC	-4	1	/	3	3	-1	/	2
CCN(c1ccccc1)S(=O)(=O)c1ccc(C(=O)Nc2c(C)n(C)n(-c3ccccc3)c2=O)cc1	3	-8	7	3	-2	-2	/	1
C[C@@H]1CN([C@@H](C)CO)S(=O)(=O)c2ccc(-c3cncnc3)cc2O[C@@H]1CN(C)Cc1ccncc1	13	0	/	-8	2	2	/	-1
CC(C)NC(=O)N(C)C[C@H]1Oc2ccc(NS(=O)(=O)c3ccccc3)cc2CC(=O)N([C@H](C)CO)C[C@@H]1C	-3	0	10	1	-3	-2	/	2

(list continues)
Structure	PGC1a acetyl inh	PglD DTNB	PAX8 reporter	EWS-Fli block	ERAP1 inh	S100A4 MyoIIA	FN deposition inh	LGR2 antag
COCC(=O)N1[C@H](CO)[C@@H](c2ccc(-c3ccccc3OC)cc2)C12CN(C(C)=O)C2	-1	/	-9	4	2	-1	-5	19
N#CCC(=O)N/N=C/c1c(-c2ccccc2)n(-c2ccccc2)c2ccccc12	/	-21	-2	15	-2	-1	-12	5
NC(=O)[C@@H]1CCCNc2c(F)cc([N+](=O)[O-])cc2C(=O)N[C@@H](CCC(=O)O)C(=O)N[C@@H](CO)C(=O)N1	-7	0	-8	-6	7	-4	-7	-1
CC1=C(C(=O)OCCC(C)C)C(c2ccc3c(c2)OCO3)NC(=O)N1 (stereo unspecified)	/	0	-54	9	3	-3	-2	11
NC(=O)CC[C@H](NC(=O)c1ccc(F)cc1)C(=O)N1CCN(Cc2ccc3c(c2)OCO3)CC1	-4	-1	-9	-8	0	6	-2	-19
CC(C)CC#Cc1ccc([C@H]2[C@@H](CO)N3C(=O)CN(C(=O)Cc4ccccc4)C[C@@H]23)cc1	4	/	/	-6	-2	11	/	9
CCOC(=O)C1CCCN(C2CC(=O)N(c3ccc(N4C(=O)CC(N5CCCC(C(=O)OCC)C5)C4=O)cc3)C2=O)C1 (stereo unspecified)	16	-16	7	/	/	/	7	1
COCCCN(C(=O)Nc1ccccc1)C(C)c1ccncc1 (stereo unspecified)	6	-8	-6	0	1	-1	-6	-6
COc1ccccc1OCCNC(=O)CCNC(=O)c1ccccc1Cl	/	0	19	4	1	-2	4	9
Cc1ccc(NC(=O)C2CCCN2S(=O)(=O)c2ccc3c(c2)n(C)c(=O)c(=O)n3C)cc1C (stereo unspecified)	1	0	-3	-3	-4	-8	0	29

Further compounds
Structure	PGC1a acetyl inh	PglD DTNB	PAX8 reporter	EWS-Fli block	ERAP1 inh	S100A4 MyoIIA	FN deposition inh	LGR2 antag
O=C(NCCC(c1ccccc1)c1ccco1)c1cccs1 (stereo unspecified)	5	-1	-63	-84	1	-14	4	-23
Cc1ccnc(N2CCC(C(=O)NNC(=O)c3ccccc3C)CC2)n1	2	0	/	1	-8	6	/	2
Cc1ccccc1C(=O)N[C@@H](Cc1cccnc1)C(=O)N1CCC[C@H]1C(=O)NC1CCCC1	/	/	-6	-2	-1	-2	-4	-10
CCOC(=O)C1=C(CC)OC(N)=C(C#N)C1c1ccc(F)cc1F (stereo unspecified)	1	/	5	4	-10	0	3	-5
CCOC(=O)c1c(C(F)(F)F)nc2ncccn12	7	4	3	/	/	/	3	/
Oc1ccccc1C1SC(c2ccccc2O)SC(c2ccccc2O)S1 (stereo unspecified)	25	-4	/	18	-1	-2	-2	10
C[C@@H](NC(=O)C[C@@H]1C=C[C@@H](NC(=O)c2cccnc2)[C@@H](CO)O1)c1ccccc1	1	3	8	-10	5	0	-9	4
CSCC[C@H](NC(=O)N1C[C@H]2C[C@@H](C1)c1cccc(=O)n1C2)C(=O)Nc1ccc(NC(C)=O)cc1	3	2	/	-7	-1	-1	/	-26
CC(C)(C)NC(=O)c1cc(-c2ccc3c(c2)OCO3)nc2ccccc12	3	-1	23	1	3	-21	-16	5
CN1CCN(C(=O)c2cc3c(ccc4ccccc43)oc2=O)CC1	1	-4	/	/	19	0	-4	/

Following part:
Structure	PGC1a acetyl inh	PglD DTNB	PAX8 reporter	EWS-Fli block	ERAP1 inh	S100A4 MyoIIA	FN deposition inh	LGR2 antag
COc1ccc2nc(Nc3nc(-c4ccncc4)cs3)sc2c1	-4	-4	-52	-35	2	-2	15	-27
CCOc1ccc(N=Nc2c(N)[nH][nH]c2=O)cc1	/	/	-35	-16	2	4	3	-34
CO[C@H]1CC[C@H]2CCN(C)C(=O)[C@H](C)N(C)C(=O)c3cccc(C#N)c3OC[C@H]1O2	/	-1	-6	-1	-1	-8	-2	2
CCc1ccccc1NC(=O)CC(c1ccc(OC)cc1)n1cccc1 (stereo unspecified)	-7	4	36	10	2	-1	-6	11
CN(C)CCC(=O)N1c2ccccc2Sc2ccc(C(F)(F)F)cc21	7	-1	6	-27	1	-19	3	9
Cc1cccc(C)c1NC(=O)C(CCc1ccccc1)N1CCN(CCN(C)C)CC1 (stereo unspecified)	/	/	-1	0	-2	-3	-1	23
CCCC(=O)OCC1CN(Cc2ccco2)S(=O)(=O)c2c(F)cccc2O1 (stereo unspecified)	0	-1	-11	7	-1	2	-4	-14
CN(C(=O)c1ccccc1)C1c2c(ccc3ccccc23)OCC1CO (stereo unspecified)	/	-2	3	10	1	?	1	-8
O=C(CSc1nnnn1-c1ccc(F)cc1)NCc1cccs1	/	/	-9	-3	8	-3	-1	-13
COc1cccc(S(=O)(=O)N(C)C[C@@H]2Oc3ncc(C#Cc4ccccc4)cc3C(=O)N([C@H](C)CO)C[C@@H]2C)c1	-13	1	21	8	0	9	/	/

More structures:
Structure	PGC1a acetyl inh	PglD DTNB	PAX8 reporter	EWS-Fli block	ERAP1 inh	S100A4 MyoIIA	FN deposition inh	LGR2 antag
ON=C(CCc1ccccc1)CCc1ccccc1	4	-2	-8	-9	-2	-2	6	3
CCC/C(O)=C1\C(=O)CCCC1=NCCc1ccc(OCC)c(OCC)c1	-11	/	13	1	3	-1	-3	20
C[C@H]1CN([C@@H](C)CO)S(=O)(=O)c2ccc(C#CC3CCCC3)cc2O[C@H]1CN(C)Cc1cncnc1	-7	/	-11	52*	/	/	-1	-2
CC(C)(C)C(=O)Oc1cccc(Nc2ncnc3ccccc23)c1	/	0	-7	-59	0	-1	1	-7
COc1ccc(CNC(=O)COC(=O)CO/N=C(\C)c2ccc3c(c2)OCO3)cc1	4	-3	-12	1	-1	-5	2	-9
CCOC(=O)C1CCN(C(=O)Nc2ccc3c(c2)nc(C)n3C)CC1	5	/	/	-153	0	-1	/	-14
CC1Sc2ccc(S(=O)(=O)CCC(=O)N(C)Cc3ccccc3)cc2NC1=O (stereo unspecified)	-8	-3	5	/	1	-3	9	2
Cc1cc(C(=O)CSc2nc(N)cc(N)n2)c(C)n1-c1cccc(F)c1	/	-3	-16	-12	-1	6	-5	/
C[C@@H]1CN([C@H](C)CO)C(=O)c2cc(NC(=O)Nc3cccc4ccccc34)ccc2O[C@@H](C)CCCCO[C@@H]1CN(C)Cc1ccc2c(c1)OCO2	-15	-3	29	4	/	/	/	3
CN(C)/C=N/C(=S)Nc1ccccc1	1	-4	-72	-16	13	0	8	17

High-throughput results as filed in PubChem BioAssay.
